RXFP1 antagonist = RXFP1 (human) relaxin receptor antagonism; Q9HBX9; activity change, negative = inhibition, % at 57.5 µM; 0.59% of 350,000 active; HEK293-RXFP1, relaxin-stimulated cAMP HTRF, 30 min; active compounds read low;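 active = activity change of -60% or lower, but not beyond a set lower limit; inconclusive = change between -60% and -40%, or beyond the set limit; inactive = change above -40%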; also: % is scaled to controls: 0 for no effect and ±100 for the full control effect
APEX1 inh = blocks human APE1 abasic DNA cleavage. P27695. recombinant APE1, TAMRA/BHQ-2 abasic DNA cleavage fluorescence. Potency, µM (doses to about 65.8 µM), for the others: at the highest dose activity change, negative = inhibition, actives largely listed as inhibitors. 0.35% of 350,000 active;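 also: potency is read from the fitted curve at half-maximal effect; plate controls were vehicle for no effect and reference inhibitor for full effect; nearly all actives have a fitted effect of over 55% in size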
Target sequence (P27695 whole entry, looked up): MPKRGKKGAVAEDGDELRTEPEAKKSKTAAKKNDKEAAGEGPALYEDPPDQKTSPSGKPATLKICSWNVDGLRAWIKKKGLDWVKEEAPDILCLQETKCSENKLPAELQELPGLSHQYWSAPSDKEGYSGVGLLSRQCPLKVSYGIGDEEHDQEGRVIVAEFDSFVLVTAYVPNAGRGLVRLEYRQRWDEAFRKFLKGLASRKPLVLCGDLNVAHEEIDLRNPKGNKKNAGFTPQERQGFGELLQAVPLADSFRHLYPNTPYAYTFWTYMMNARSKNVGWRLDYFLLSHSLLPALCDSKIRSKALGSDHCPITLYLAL
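APE1 at 0.75 nM preincubated 15 min at room temperature with compound. Reaction then started with 50 nM double-stranded THF-abasic substrate labelled with TAMRA/BHQ-2, and 525/598 nm fluorescence read kinetically. Activity taken as third-minus-first read difference, normalized to DMSO and NSC13755 controls.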
Anesthetic bind = binds horse apoferritin like a general anesthetic | 0.074% of 350,000 active | apoferritin/1-aminoanthracene competitive binding, fluorescence | Potency, µM (titrated, usually from 77.5 µM), for the others: at the highest dose activity change, negative = displacement, usual class: inhibitors | P02791; also: potency is read from the fitted curve at half-maximal effect; % is scaled to controls: 0 for no effect and ±100 for the full control effect; nearly all actives have a fitted effect of over 20% in size
Target sequence (P02791 2-175 limits assumed): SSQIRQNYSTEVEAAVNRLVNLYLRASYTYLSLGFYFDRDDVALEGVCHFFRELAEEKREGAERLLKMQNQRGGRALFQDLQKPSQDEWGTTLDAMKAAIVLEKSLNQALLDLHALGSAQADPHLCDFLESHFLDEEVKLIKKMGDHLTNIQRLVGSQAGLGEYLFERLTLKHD
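Read-out: endpoint 1-AMA fluorescence, excitation 380 nm and emission 535 nm, after compounds sit 10 min at room temperature with 10 uM horse-spleen apoferritin in 50% saturated 1-AMA/PBS. Values come from four-parameter Hill fits.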
BLM helicase inh = inhibitors of human Bloom syndrome helicase BLM; 0.2% of 350,000 active; Potency, µM (doses to about 56.1 µM), for the others: at the top dose activity change, negative = inhibition, hits mostly inhibitors; AID 2528; recombinant BLM DNA unwinding, fluorescence dequenching;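 also: potency is read from the fitted curve at half-maximal effect; plate controls were vehicle for no effect and no enzyme for full effect; nearly all actives have a fitted effect of over 35% in size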
POLH inh = inhibitors of human DNA polymerase eta. Potency, µM (series often up to 114 µM), for inactives: at the highest dose activity change, negative = inhibition, usual class: inhibitors. Q9Y253. recombinant Pol eta, fluorescent DNA replication assay. 1.2% of 390,000 active; also: potency is read from the fitted curve at half-maximal effect; % is scaled to controls: 0 for no effect and ±100 for the full control effect
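Fluorescent replication assay: 50 nM final substrate added after a 15 min room-temperature compound preincubation with 10 nM enzyme. Signal taken at 0 min and again at 10 min.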
Pol kappa inh = DNA polymerase kappa (human) inhibition; Q9UBT6; purified Pol kappa, fluorescent DNA synthesis assay, 10 min; Potency, µM (doses to about 107 µM), inactives show at the highest dose activity, negative = inhibition, hits mostly inhibitors; 0.53% of 400,000 active; AID 588579; also: potency is read from the fitted curve at half-maximal effect; % is scaled to controls: 0 for no effect and ±100 for the full control effect
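10 nM Pol kappa preincubated 15 min at room temperature with compounds, then reaction started with substrate at 50 nM final. Fluorescence read kinetically at 0 and 10 min; buffer-only wells served as negative control.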
Pol iota inh = inhibitors of human DNA polymerase iota; Q9UNA4; Pol iota fluorescent replication assay, 10 min; Potency, µM (highest dose often 115 µM), for inactives: top-dose activity, negative = inhibition, most hits filed as inhibitors; 1% of 390,000 active; also: potency is read from the fitted curve at half-maximal effect
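Pol iota at 10 nM preincubated 15 min with compounds at room temperature; reaction started with fluorescent substrate, 50 nM final. Fluorescence read kinetically at 0 and 10 min; buffer-only wells as negative control.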
Pol beta inh = inhibitors of human DNA polymerase beta; Potency, µM (titrated, usually from 114 µM), without a hit: top-dose activity change, negative = inhibition, most hits filed as inhibitors; Pol beta primer extension/strand displacement, fluorescence kinetic; P06746; 1.3% of 340,000 active; also: potency is read from the fitted curve at half-maximal effect; % is scaled to controls: 0 for no effect and ±100 for the full control effect
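Kinetic readout of DNA synthesis with strand displacement by Pol beta. Compound and 10 nM enzyme sit 15 min at room temperature; 50 nM substrate starts the reaction, read immediately and at 10 min.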
Tb PGK inh = inhibitors of T. brucei phosphoglycerate kinase. Potency, µM (titrated, usually from 57.5 µM), for inactives: at the highest dose activity change, negative = inhibition, hits mostly inhibitors. PGK/GAPDH coupled, Kinase-Glo luminescence, 60 min. 0.043% of 380,000 active; also: potency is read from the fitted curve at half-maximal effect; % is scaled to controls: 0 for no effect and ±100 for the full control effect; nearly all actives have a fitted effect of over 60% in size
Target sequence (P07378 whole entry, looked up): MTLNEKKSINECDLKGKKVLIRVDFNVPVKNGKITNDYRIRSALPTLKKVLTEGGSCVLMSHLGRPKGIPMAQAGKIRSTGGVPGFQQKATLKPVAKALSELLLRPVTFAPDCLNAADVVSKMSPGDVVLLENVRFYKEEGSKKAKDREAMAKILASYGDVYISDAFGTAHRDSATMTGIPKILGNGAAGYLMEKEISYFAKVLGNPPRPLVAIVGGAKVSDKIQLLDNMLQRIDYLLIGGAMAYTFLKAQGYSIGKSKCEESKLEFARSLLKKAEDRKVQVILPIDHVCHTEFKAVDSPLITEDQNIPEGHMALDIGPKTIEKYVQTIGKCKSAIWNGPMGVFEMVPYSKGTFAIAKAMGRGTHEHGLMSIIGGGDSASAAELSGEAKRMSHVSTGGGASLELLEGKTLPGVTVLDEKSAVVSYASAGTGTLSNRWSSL
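Recombinant glycosomal PGK reaction used 1,3-bisphosphoglycerate generated in-well by GAPDH (100nM final) in 100mM TEA pH 7.6, 5mM MgCl2, 0.01% Tween-20. After 60 minutes at room temperature, ATP was read by Kinase-Glo Plus luminescence end-point.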
The depositor's hits bear a star; i = inactive; ? = inconclusive; . = no result given; & = joins results of further samples; [ ] = remark or other dose. Unless noted, calls follow the shape of the dose curve; as a rule, active = well fitted curve in the direction sought with a large enough effect; inconclusive = small, poorly fitted or top-dose-only effect, or another doubt; inactive = no such curve, though single readings can be large; an effect the other way counts as inactive or inconclusive. Only part of the results is shown (hit frequency here may not be typical).

SMILES	RXFP1 antagonist	APEX1 inh	Anesthetic bind	BLM helicase inh	POLH inh	Pol kappa inh	Pol iota inh	Pol beta inh	Tb PGK inh
CCN1CCN(c2ccc(S(=O)(=O)N3CCOCC3)cc2NC(=O)CCSC)CC1	1.5	25.9%	.	.	3.6%	6.5%	6.2%	.	i
Oc1c(C=C2N=c3ccccc3=N2)sc(=S)n1-c1ccc(F)cc1	-18.6&-37.6	-0.2%&1.2%	?	-15.2%&0.1%	2.8%&-15.6%	-3.2%&-1.5%	12.1%&24.7%	6.6%&37.3%	-0.5%&-8.4%
CC(=O)N1CCCC1c1nc2ccccc2n1Cc1ccccc1Cl (stereo not drawn)	.	.	-1.2%	-1.3%	-13.7%	-0.8%	?	3.8%	i
C=CCNC(=O)C1CC=CCC1C(=O)O (stereo not drawn)	-10.0	-2.8%	6.0%	3.6%	-3.5%	-0.7%	2.5%	24.9%	-5.5%
Clc1ccc(-c2cn3c(n2)SCC3)cc1	-6.8	2.4%	-10.9%	-2.8%	-10.3%	0.0%	27.1%	20.8%	i
COc1cc2c(cc1OC)CN(C(=O)COc1ccccc1C#N)CC2	-16.0	24.2%	-4.6%	-4.7%	-22.3%	-3.7%	1.0%	-7.6%	-0.1%
CON(C)S(=O)(=O)c1cccc(C(=O)Oc2ccc(N(C)S(=O)(=O)c3ccccc3)cc2)c1	-1.0	37.2%	4.1%	-8.2%	-12.9%	10.1%	84.7%[activator]	-9.7%	i
S=C(NCCc1ccccc1)N1CCOCC1	2.2	-3.9%	-3.5%	3.0%	2.2%	-11.2%	105.7%[activator]	59.0%	-0.2%
COc1ccc(C2Nc3ccccc3NC3=C2C(=O)CC(C)(C)C3)c(OC)c1OC (stereo not drawn)	-15.3	-7.2%	0.2%	-2.7%	-19.6%	1.2%	140.8%[activator]	27.0%	-3.5%
Cn1c(/C(C#N)=C(\O)c2ccc(Cl)s2)nc2ccccc21	3.2	-16.7%	-5.3%	-9.3%	-13.4%	3.5%	9.3%	46.0%	-11.4%
Cn1c(=O)c(-c2ccccc2)nc2ccccc21	-26.0	1.1%	0.9%	3.7%	-8.2%	4.0%	14.6%	1.0%	17.5%
COC(=O)/C=C\C(=O)Nc1cccc([N+](=O)[O-])c1	-90.5*	9.4%	2.2%	-2.6%	-12.6%	-10.9%	0.3%	-3.2%	-1.5%
O=C(C1CC(=O)N(C2CCCC2)C1)N1CCC(Cc2ccccc2)CC1 (stereo not drawn)	-6.8	-1.2%	-8.0%	-1.9%	1.4%	-5.0%	?	-17.5%	2.0%
CN(C(=O)COC(=O)CN1C(=O)C2CC=CCC2C1=O)c1ccccc1 (stereo not drawn)	-9.8	42.1%	.	.	-8.5%	5.1%	24.4%	.	-9.5%
CC(C)(C)C(=O)NN=C1CCC(c2ccccc2)CC1 (stereo not drawn)	-6.1	32.5%	-4.5%	-2.0%	-7.6%	11.0%	7.2%	1.3%	-9.7%
O=C(O)c1ccccc1C(=O)N1CCN(c2ncccn2)CC1	-29.0	-0.9%	39.8%[activator]	-5.8%	-13.5%	4.0%	12.3%	6.9%	-9.9%
Cc1ccccc1-c1nc(SCc2cccnc2)c2c(=O)n(C)c(=O)n(C)c2n1	-5.9	-1.5%	-10.3%	1.8%	-17.1%	-2.7%	78.3%[activator]	3.3%	i
Cc1ccc(-n2c(SCC(=O)Nc3cc(C)on3)nc3ccccc3c2=O)cc1	-3.5	-0.8%	7.6%	1.3%	-2.2%	-10.5%	24.9%	-12.6%	7.1%
COc1ccc(Cn2nnc3c(=O)[nH]c(C(=O)NCCc4ccc(F)cc4)nc32)cc1OC	.	-0.1%	-5.9%	0.9%	4.2%	-3.3%	-11.8%	5.3%	-15.5%
CCN(CC)C(=O)[C@H]1C[C@H](CC(=O)NCCCn2ccnc2)C(=O)N2CCc3c([nH]c4cc(-c5ccco5)ccc34)[C@]12C	.	-3.3%	.	.	-22.7%	2.2%	20.5%	.	6.4%
O=C(C1CCCN(S(=O)(=O)c2ccccc2)C1)N1CCN(c2ccccc2)CC1 (stereo not drawn)	-5.3	-9.0%	-10.3%	-5.9%	-11.6%	-15.8%	13.7%	37.3%	3.5%
CCOC(=O)/C(C#N)=C/c1cn(CCOc2ccccc2)c2ccccc12	-13.5	-7.3%	-11.7%	-9.4%	-21.8%	-1.4%	86.9%[activator]	3.9%	-0.8%
Cc1ccccc1NC(=O)NC1(C(=O)NCCCN2CCOCC2)CCCCC1	-3.5	0.4%	28.6%	3.7%	-10.5%	7.8%	13.8%	4.5%	1.4%
CCN(CCn1cccn1)C(=O)CC1C(=O)NCCN1Cc1cccc(OC)c1OC (stereo not drawn)	-1.4	0.4%	-4.3%	-3.8%	-16.6%	6.6%	20.6%	18.1%	i
COc1c2occc2c(OC)c2c(=O)cc(C(F)(F)F)oc12	-3.4	21.1%	-12.3%	-5.4%	-27.5%	-17.4%	14.8%	5.4%	0.2%

Going on with the list.
SMILES	RXFP1 antagonist	APEX1 inh	Anesthetic bind	BLM helicase inh	POLH inh	Pol kappa inh	Pol iota inh	Pol beta inh	Tb PGK inh
O=C1CSC(c2ccc(F)cc2)N1c1nnc(C23CC4CC(CC(C4)C2)C3)s1 (stereo not drawn)	.	0.2%	-9.0%	-1.3%	.	.	.	5.5%	.
CC(C)C(=O)N1CCN(c2ccc(NC(=O)c3ccc([N+](=O)[O-])o3)cc2)CC1	5.6	16.4%	-7.1%	-3.0%	-19.7%	-12.0%	58.4%[activator]	1.6%	5.0%
COC(=O)c1ccc(C2C(C(=O)c3ccc(C)o3)=C(O)C(=O)N2c2cc(C)on2)cc1 (stereo not drawn)	-7.2	5.9%	-20.4%	-4.6%	5.0%	-6.3%	21.8%	30.6%	8.5%
COc1ccc(CCN2C(=O)c3cccc4cccc(c34)C2=O)cc1OC	1.7	-0.2%	-12.1%	-3.8%	-9.5%	-4.3%	21.5%	54.6%	-10.3%
CC(C)N(C(=O)CSc1nnc(C2CC2)n1C1CC1)c1ccccc1	20.3	-3.7%	.	.	-4.2%	9.0%	27.9%	.	3.5%
O=C(CSc1nnc(CNC(=O)c2cccs2)o1)NC1CCCCC1	9.6	6.8%	-13.2%	1.4%	4.0%	-9.6%	?	39.7%	-8.3%
COc1ccc(NC(=O)CSc2n[nH]c(-c3ccccc3)n2)cc1S(N)(=O)=O	10.7	18.8%	.	.	-4.8%	-1.1%	2.4%	.	-3.0%
COc1ccc(-n2c(SCC(=O)Nc3ccc([N+](=O)[O-])cc3OC)nc3ccccc32)cc1	-6.1	-0.1%	-5.0%	0.8%	-12.5%	0.8%	104.5%[activator]	0.6%	-4.6%
CC(C)(C)c1ccc(OCC(=O)N(Cc2cccs2)C2CCS(=O)(=O)C2)cc1 (stereo not drawn)	5.1	-3.7%	1.8%	-8.5%	-16.4%	-6.4%	0.6%	?	i
O=C(NC1CCCCCC1)c1cc(=O)[nH]c2ccc(S(=O)(=O)N3CCOCC3)cc12	-9.6	-5.9%	-2.0%	-0.7%	-12.0%	-1.0%	53.2%[activator]	-12.0%	-1.0%
COC(=O)c1c(NC(=O)c2nc(SCc3ccccc3C)ncc2Cl)sc2c1CCCC2	1.0	.	29.5%	3.3%	.	4.2%	31.1%[activator]	46.8%	.
COc1ccc(-c2cn3cccnc3n2)cc1NC(=O)C(C)Oc1ccccc1 (stereo not drawn)	-14.2	-13.8%	25.0%	-0.3%	-14.9%	-6.8%	14.3%	-0.3%	-4.6%
CN(CC(=O)Nc1cccc(F)c1)C(=O)CCCn1c(=O)oc2ccccc21	7.0	-1.7%	.	.	-11.0%	-5.2%	0.9%	.	8.0%
O=C(COC(=O)c1ccccc1C(=O)c1ccccc1)Nc1cccc([N+](=O)[O-])c1	0.3	12.9%	-5.1%	-3.3%	-16.9%	-9.9%[60.1 µM]	-20.1%	2.9%	-3.2%
Cc1ccc(Cl)cc1NC(=O)CSC(N)=O	-34.4	-0.1%	1.5%	-2.1%	-9.3%	8.9%	?	-15.3%	-3.7%
C=CCN1C(=O)c2ccccc2Sc2ccc(C(=O)NC(C)C)cc21	-17.3	48.0%[activator]	-4.5%	-7.4%	-4.7%	16.7%	12.5%	12.0%	i
O=C(Nc1ccc(OC(=O)c2ccncc2)cc1)c1ccncc1	-4.9	-0.8%	-12.5%	1.2%	-9.1%	-6.5%	7.7%	3.9%	-1.3%
CCc1nnc(NC(=O)CSc2nnnn2C)s1	0.7	0.8%	-4.5%	1.3%	-6.1%	4.0%	7.6%	-8.2%	-7.1%
CCOC(=O)c1cc2c(=O)n3ccccc3nc2n(CCCOC)c1=NC(=O)c1cccnc1	.	-1.0%	69.8%[activator]	0.3%	.	.	.	6.4%	.

4 of the compounds above, comma-delimited:
Structure,RXFP1 antagonist,APEX1 inh,Anesthetic bind,BLM helicase inh,POLH inh,Pol kappa inh,Pol iota inh,Pol beta inh,Tb PGK inh
CCc1nnc(NC(=O)CSc2nnnn2C)s1,0.7,0.8%,-4.5%,1.3%,-6.1%,4.0%,7.6%,-8.2%,-7.1%
C=CCN1C(=O)c2ccccc2Sc2ccc(C(=O)NC(C)C)cc21,-17.3,48.0%[activator],-4.5%,-7.4%,-4.7%,16.7%,12.5%,12.0%,i
O=C(NC1CCCCCC1)c1cc(=O)[nH]c2ccc(S(=O)(=O)N3CCOCC3)cc12,-9.6,-5.9%,-2.0%,-0.7%,-12.0%,-1.0%,53.2%[activator],-12.0%,-1.0%
O=C(CSc1nnc(CNC(=O)c2cccs2)o1)NC1CCCCC1,9.6,6.8%,-13.2%,1.4%,4.0%,-9.6%,?,39.7%,-8.3%
